High-throughput results (PubChem BioAssay)
B2AR arrestin – qHTS assay of beta-arrestin-biased ligands of beta2-adrenergic receptor; actives 0.02% (n = 330,000); Potency, µM (highest dose often 46.1 µM), inactives show top-dose activation, hits mostly activators; beta-arrestin recruitment to beta2AR, cell-based reporter; Beta-2 adrenergic receptor (Homo sapiens), P07550; AID 492947, 2010;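 also: potency is read from the fitted curve at half-maximal effect; 0% = DMSO controls and full agonism = EC100 isoproterenol or metaproterenol; nearly all actives have a fitted effect of over 65% in size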
Target sequence (P07550 whole entry, looked up): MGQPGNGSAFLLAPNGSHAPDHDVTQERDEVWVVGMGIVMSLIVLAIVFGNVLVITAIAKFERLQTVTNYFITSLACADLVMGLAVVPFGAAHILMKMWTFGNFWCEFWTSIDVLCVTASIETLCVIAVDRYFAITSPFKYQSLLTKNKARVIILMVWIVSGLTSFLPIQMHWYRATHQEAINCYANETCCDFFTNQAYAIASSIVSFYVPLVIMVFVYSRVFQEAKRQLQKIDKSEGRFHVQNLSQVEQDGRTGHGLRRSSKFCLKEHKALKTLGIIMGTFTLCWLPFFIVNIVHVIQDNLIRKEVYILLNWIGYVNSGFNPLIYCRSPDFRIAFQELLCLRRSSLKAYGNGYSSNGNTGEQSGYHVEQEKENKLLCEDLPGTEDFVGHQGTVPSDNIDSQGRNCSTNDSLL
BRCA1 expr up – qHTS Assay to Identify Small Molecule Activators of BRCA1 Expression | Potency, µM (doses to about 46.1 µM), inactives show at the top dose activation, hits mostly activators | MCF7-BRCA1-FFLuc reporter, luminescence, 48 h; response scale: scaled: vehicle 0%, 10 µM genistein 100% | actives 1.1% (n = 380,000); also: potency is read from the fitted curve at half-maximal effect; nearly all actives have a fitted effect of over 80% in size; some results filed as inactive show a strong effect at the top dose
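MCF7-BRCA1-FFLuc, 2000 cells/well; 2 h attach, 37 °C/5% CO2; compound 48 h; luciferase substrate 15 min; luminescence end-point. Norm. to genistein 10 microM max activation and DMSO; concentration-response curves fitted.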
a7 integrin act – qHTS for Activators of Integrin-Mediated Alleviation for Muscular Dystrophy; alpha7betagal myoblasts, beta-gal FDG fluorescence, 48 h; Potency, µM (series often up to 38.3 µM), for the others: at the top dose activation, actives largely listed as activators; AID 624291, 2012; actives 0.064% (n = 350,000);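 also: potency is read from the fitted curve at half-maximal effect; 100% = response of the positive control SU9516; nearly all actives have a fitted effect of over 60% in size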
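Alpha7betagal+/- myoblasts (passage 13) were plated 16-24 hr, then exposed to compounds (1:260 dilution of DMSO stock) for 48 hours at 37C. After MPER lysis, β-galactosidase reporter activity was read as FDG fluorescence (ex 480/em 540) after 30 minutes.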
PTAP TSG101 blk – qHTS Assay for Iinhibitors of HIV-1 Budding by Blocking the Interaction of PTAP/TSG101 | Tumor susceptibility gene 101 protein (Homo sapiens), Q99816 | Fluorescence polarization, FITC-PTAP peptide / Tsg101 binding | Potency, µM (highest dose often 115 µM), for inactives: top-dose activity change, negative = inhibition, hits mostly inhibitors | 340,000 tested, under 10 active; active = well fitted inhibition curve with a large enough effect in the main read-out, with a control signal flat, not every such curve was filed as active; inconclusive = small, poorly fitted or top-dose-only effect, or effect the other way, or a change in a side signal; inactive = no such curve, though single readings can be large or run the other way; also: potency is read from the fitted curve at half-maximal effect; % of control where 0% means no effect
Target sequence (Q99816 whole entry, looked up): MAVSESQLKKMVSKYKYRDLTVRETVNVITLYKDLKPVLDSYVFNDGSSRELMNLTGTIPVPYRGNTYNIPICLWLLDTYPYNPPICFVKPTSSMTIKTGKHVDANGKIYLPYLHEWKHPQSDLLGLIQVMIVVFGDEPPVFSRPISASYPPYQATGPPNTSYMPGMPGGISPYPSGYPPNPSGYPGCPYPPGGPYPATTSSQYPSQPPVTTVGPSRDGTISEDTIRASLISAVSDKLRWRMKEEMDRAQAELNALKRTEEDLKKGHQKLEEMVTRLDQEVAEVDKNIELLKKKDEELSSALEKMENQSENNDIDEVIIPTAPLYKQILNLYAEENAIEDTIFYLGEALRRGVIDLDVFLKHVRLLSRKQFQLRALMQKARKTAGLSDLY
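Fluorescence anisotropy tracks displacement of a FITC-tagged PTAP peptide (50 nM) from the Tsg101 binding domain (10 uM), following a 20 min room-temperature incubation at pH 7.5.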
TRPV1 ag – HTS Assay for Compounds that Act as Agonists of the Vanilloid Receptor 1 | AID 540275, 2011 | actives 0.19% (n = 320,000) | TRPV1-expressing cells, Fluo-8 calcium influx, agonist mode | Transient receptor potential cation channel subfamily V member 1 (Homo sapiens), Q8NER1 | activation, % at 8.33 µM; in the data active = activation above about 80%; inconclusive = between about 30% and that limit; also: 0% is about no effect
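Cells expressing TRPV1 were dye-loaded with Fluo-8 and read kinetically: 10 s baseline, 3 min after compound (agonist portion), then 2 min after EC20 capsaicin (allosteric enhancer portion). Calcium-bound dye fluorescence at 480/520 nm.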
p53 reactivation – qHTS assay for re-activators of p53 using a Luc reporter | H1299 p53-A138V BP100-luciferase reporter, luminescence, 24 h | Potency, µM (titrated, usually from 92.2 µM), inactives show at the highest dose activity change, positive = activation, most hits filed as activators | actives 0.063% (n = 320,000); also: potency is read from the fitted curve at half-maximal effect; % of control where 0% means no effect; nearly all actives have a fitted effect of over 45% in size
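p53-null H1299 cells stably carrying temperature-sensitive p53-A138V and a BP100-luciferase reporter were pinned with compounds (4-point, 1:5 series) and held 24 hrs at 37 deg C. Luminescence was read 10 min after detection reagent.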
A-T KAP1 phos – qHTS Assay for Identifying a Potential Treatment of Ataxia-Telangiectasia. actives 0.19% (n = 320,000). Potency, µM (series often up to 57.5 µM), inactives show top-dose activation, usual class: activators. […] A-T fibroblasts, KAP-1 phosphorylation AlphaLISA; neocarzinostatin DNA damage 30 min before lysis; also: potency is read from the fitted curve at half-maximal effect; % of control where 0% means no effect; nearly all actives have a fitted effect of over 45% in size
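hTERT-immortalized A-T patient fibroblasts ([…]), 500 cells/well in OPTI-MEM, 1% FBS, got compounds for 60 min, then NCS for 30 min at 37C. Lysates were then assayed for phospho-KAP-1 by AlphaLISA (anti-pKAP1 donor, anti-KAP1 acceptor beads), 6 hr at 25C.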
CXXC DNA block – qHTS Fluorescence Polarization Assay for Inhibitors of MLL CXXC domain - DNA interaction; Histone-lysine N-methyltransferase 2A (Homo sapiens), Q03164; MLL-CXXC / FITC-HOXA9 DNA fluorescence polarization; Potency, µM (top dose mostly 115 µM), inactives show at the highest dose activity change, negative = inhibition, actives largely listed as inhibitors; actives 0.037% (n = 290,000); active = well fitted inhibition curve with a large enough effect in the polarisation, with a control signal flat, not every such curve was filed as active; inconclusive = small, poorly fitted or top-dose-only effect, or effect the other way, or a change in a side signal; inactive = no such curve, though single readings can be large or run the other way; the % refers to the polarisation; also: potency is read from the fitted curve at half-maximal effect
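Fluorescence polarization: 7 uM MLL-CXXC (stock) preincubated 5 min with compounds, then 50 nM fluorescein-HOX-A9 DNA (stock) added; 30 min ambient. Buffer 50 mM Tris-HCl pH 7.5, 50 mM NaCl, 1 mM DTT, 0.05% BSA.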
ELG1 repair inh – qHTS screen for small molecules that inhibit ELG1-dependent DNA repair in human embryonic kidney (HEK293T) cells expressing luciferase-tagged ELG1. Potency, µM (titrated, usually from 46.1 µM), for the others: at the top dose activity change, negative = inhibition, actives largely listed as inhibitors. actives 2.3% (n = 330,000). HEK293T ELG1-luciferase reporter, luminescence, 16 h; DNA damage induced by 5-fluorouridine. AID 504467, 2011; also: potency is read from the fitted curve at half-maximal effect; % is scaled to controls: 0 for no effect and ±100 for the full control effect; nearly all actives have a fitted effect of over 55% in size
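DMSO vehicle served as the neutral condition. Each well held 2,000 cells given 5-fluorouridine plus compound; after 16 hr at 37 °C/5% CO2, ONE-Glo was added and luciferase measured 30 min later.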
TCR act – Activators of T cell receptors: qHTS campaign; Potency, µM (titrated, usually from 9.22 µM), without a hit: top-dose activation of IL-2 secretion, hits mostly activators; primary human leukocytes, anti-CD3, IL-2 HTRF, 48 h; 330,000 tested, under 10 active; AID 504894, 2011; also: % of control where 0% means no effect
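Using a-CD3 beads without co-stimulation, primary human leukocytes were exposed to compounds for 48 hr. An HTRF IL-2 kit measured the cytokine, with europium-to-d2 energy transfer producing emission at 665nm upon 320nm excitation.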
An asterisk follows results filed as active; ? = inconclusive; . = not tested or not shown; [ ] = another dose, or the depositor's remark. Unless noted, calls follow the shape of the dose curve; as a rule, active = well fitted curve in the direction sought with a large enough effect; inconclusive = small, poorly fitted or top-dose-only effect, or another doubt; inactive = no such curve, though single readings can be large; an effect the other way counts as inactive or inconclusive.

SMILES	B2AR arrestin	BRCA1 expr up	a7 integrin act	PTAP TSG101 blk	TRPV1 ag	p53 reactivation	A-T KAP1 phos	CXXC DNA block	ELG1 repair inh	TCR act
CC1CCCN(S(=O)(=O)c2ccc(C(=O)Nc3nnc(-c4ccco4)o3)cc2)C1 (stereo not given)	0.1%	-79%	-18%	-11%	3	-7%	-9%	1%	?	-7%
CCCC(C(=O)NC1CCCC1)N(CC1CCCO1)C(=O)CNS(=O)(=O)c1ccccc1 (stereo not given)	-0.5%	-20%	-32%	0%	1	-3%	-2%	-6%	23%	3%
N#C/C(=C/c1ccc(-c2ccc(S(N)(=O)=O)cc2)o1)c1nc2ccccc2s1	-0.1%	-63%	-10%	?	22	-17%	1%	?	?	-15%[46.1 µM]
CC1CC(OC(=O)CN2CCCCC2)CC(C)(C)C1 (stereo not given)	-0.4%	.	.	.	1	1%	-4%	-3%	0%	.
COc1nc(N(CC(N)=O)S(=O)(=O)c2ccccc2)nc(C)c1Cl	0.3%	20%	-16%	-3%	0	-4%	3%	-1%	4%	-3%[46.1 µM]
CCCCn1c(N)c(N(C(=O)CSc2nnnn2-c2ccccc2)C2CCCC2)c(=O)[nH]c1=O	0.0%	4%	22%	0%	-2	3%	0%	.	?	.
CCN(CC(=O)Nc1cc(Cl)ccc1C)C(=O)CC1CCCC1	0.1%	-14%	11%	-17%	.	-5%	10%	.	-6%	-4%
O=C(CN1CCOCC1)NNc1nc(-c2ccccc2)c2cc(Br)ccc2n1	0.0%	-32%	-27%	-16%	22	-1%	7%	17%	-15%	7%
O=C(CN(C(=O)CNS(=O)(=O)c1ccc(F)cc1)C1CCCC1)NCc1ccco1	-0.9%	-6%	-15%	-4%	2	-4%	8%	0%	1%	-1%
Cc1cccc(CNc2ncnc3[nH]ncc23)c1	.	-1%	4%	-10%	.	.	.	.	.	-4%
CCCN1CCC(NC23CC4CC(CC(C4)C2)C3)CC1	0.3%	.	.	.	3	?	5%	-1%	-11%	.
COc1ccccc1NC(=O)CC1Nc2ccccc2NC1=O (stereo not given)	6.4%	-74%	-20%	-8%	-5	-14%	8%	5%	-16%	-1%
CCOc1ccccc1NC(=O)CSc1nc2cc(O)ccc2c(=O)n1-c1ccc(OC)c(OC)c1	0.3%	-53%	0%	0%	-3	-12%	0%	?	?	4%
CN1CCN(C(=O)N2CCNC2=O)CC1	0.0%	5%	0%	-8%	-1	7%	0%	0%	1%	3%
CCN(CC(=O)NCCN1CCOCC1)S(=O)(=O)c1ccc(F)cc1	-0.1%	2%	-1%	6%	-2	-2%	2%	-4%	1%	-3%
COC(=O)C1=CN(Cc2ccc(OC)cc2)C=C(C(=O)OC)C1c1cccs1	4.0%	-25%	-10%	-2%	-1	-6%	15%	-14%	?	-2%
C=CCN1C(=O)/C(=C\c2ccco2)C(C(=O)OC)=C1C	0.1%	-5%	-18%	-1%	2	1%	-8%	-7%	16%	5%[46.1 µM]
Cn1c(CN2CCCCC2)nc2cc(NC(=O)c3ccc(F)cc3)ccc21	-0.5%	-44%	13%	-7%	?	8%	-21%	3%	?	2%
Cn1c(SCCOc2ccccc2F)nc2ccccc2c1=O	-0.1%	-47%	-14%	-3%	13	1%	15%	2%	1%	7%
CNS(=O)(=O)c1cc(NC(=O)CCCNC(=O)c2ccc(Cl)cc2)ccc1C	-0.3%	-15%	-14%	-1%	-1	-1%	-2%	0%	1%	-2%

Reprinted from the part before: 2 compounds; new compounds follow.
SMILES	B2AR arrestin	BRCA1 expr up	a7 integrin act	PTAP TSG101 blk	TRPV1 ag	p53 reactivation	A-T KAP1 phos	CXXC DNA block	ELG1 repair inh	TCR act
Cn1c(SCCOc2ccccc2F)nc2ccccc2c1=O	-0.1%	-47%	-14%	-3%	13	1%	15%	2%	1%	7%
CNS(=O)(=O)c1cc(NC(=O)CCCNC(=O)c2ccc(Cl)cc2)ccc1C	-0.3%	-15%	-14%	-1%	-1	-1%	-2%	0%	1%	-2%
COc1ccc(-n2c(=O)c3c4c(sc3n3c(=S)[nH]nc23)CCC4)cc1	-1.3%	-14%	2%	-6%	.	-1%	-3%	-18%	-17%	-3%
COc1ccc(S(=O)(=O)Nc2nc(C(F)(F)F)cs2)cc1	-1.0%	-2%	-7%	0%	3	12%	6%	2%	-4%	0%
CC(C)(C)c1ccc(O)c(N)c1	0.0%	.	.	.	3	3%	-2%	-4%	5%	.
COc1ccc(Cc2cc(-c3ccc(F)cc3)n[nH]c2=O)cc1	-0.3%	37%	-14%	-3%	28	-2%	-12%	1%	2%	-12%
O=C1CCCC(O)=C1N=Nc1ccc(S(=O)(=O)N2CCOCC2)cc1	0.0%	-1%	-5%	-8%	0	0%	-1%	1%	0%	-6%
CCOc1ncccc1C(=O)N(CC)CC(=O)NCc1ccc(Cl)cc1	-0.2%	-11%	17%	-2%	-2	-1%	6%	3%	-1%	-2%
O=C(NCC1CCCO1)c1cccc(NC(=O)c2cccs2)c1 (stereo not given)	0.2%	-8%	-18%	-1%	3	-1%	-4%	-10%	1%	-4%
Cc1nn(C)cc1/C=N\NC(=O)Cc1ccc([N+](=O)[O-])cc1	4.4%	-41%	-3%	-1%	-9	11%	3%	-10%	17%	0%[46.1 µM]
COc1ccc(/C=C/C(=O)NCCN2CCOCC2)cc1OC	-0.2%	-1%	10%	2%	-3	-2%	1%	-2%	14%	-1%
Cc1ccc(-c2nnc(-c3ccccc3)c(N3CCOCC3)n2)cc1	0.1%	-59%	-13%	1%	20	-1%	2%	0%	?	4%
CCOC(=O)C(Nc1ccc2ccccc2c1)C(=O)OCC	-0.9%	-40%	-18%	-1%	-1	25%	.	-3%	?	8%[46.1 µM]
CC(CCc1ccccc1)NC(=O)C(=O)c1c[nH]c2ccccc12 (stereo not given)	-0.7%	37%	1%	-4%	6	8%	2%	7%	-2%	-24%
Cc1cccc(OCCSc2nc3ccccc3n2CC(=O)O)c1	-0.7%	-4%	-4%	-7%	-2	8%	?	-16%	-9%	-4%
CN(C(=O)CSc1nnc(-c2ccncc2)n1-c1ccccc1)C1CCS(=O)(=O)C1 (stereo not given)	0.0%	18%	?	-8%	-1	-1%	-41%	-10%	14%	2%
CCCCC(C(=O)N/N=C/c1ccccn1)C(=O)N/N=C/c1ccccn1	-0.2%	-5%	-7%	-2%	.	-2%	-3%	-6%	?	3%
CCN(CC)S(=O)(=O)c1cccc(-c2n[nH]c(=S)n2/N=C/c2ccc(OC(F)F)cc2)c1	-0.5%	-18%	9%	-2%	-2	-1%	6%	5%	-2%	-5%[46.1 µM]
Cc1nnsc1C(=O)Nc1ccc(S(=O)(=O)N2CCC(C)CC2)cc1	-1.0%	-20%	-16%	-2%	?	4%	-1%	?	7.3µM*	3%
CC(NC(=O)CCn1ccc2cc(S(=O)(=O)N3CCCC3)ccc21)c1ccccc1 (stereo not given)	-0.3%	0%	-16%	0%	0	5%	4%	6%	0%	-2%
FC(F)(F)c1cnc(NNC(=S)Nc2cccnc2)c(Cl)c1	1.3%	-70%	4%	0%	1	-1%	-3%	14%	?	1%
Cc1nnc(SCC(=O)Nc2cc(S(=O)(=O)N3CCOCC3)ccc2C)s1	-0.7%	-18%	2%	1%	-5	-1%	-1%	.	?	8%
CCCCN(C(=O)CNC(=O)c1cccs1)C(C(=O)NC1CCCC1)c1ccncc1 (stereo not given)	0.0%	-1%	0%	-9%	?	7%	-1%	1%	10%	-4%
C=CCNC(=S)Nc1ccc(N(C)C)cc1	-1.1%	97%	5%	-1%	0	16%	-1%	11%	?	4%
COc1ccc(CCC(=O)NCC2CCCCC2)cc1OC	-0.1%	40%	?	-2%	18	?	-2%	-10%	27%	4%
COC(=O)Cc1c(C)c2ccc(OCC(=O)N3CCCC3)c(C)c2oc1=O	3.3%	-11%	-2%	-3%	0	-1%	4%	0%	-8%	6%
COC(=O)c1c(NC(=O)C(=O)N2CCCCC2)sc2c1CC(C)(C)OC2	3.0%	-22%	-4%	-6%	1	-11%	5%	1%	?	3%
NC(=O)C1(N2CCCCC2)CCN(C2CC(=O)NC2=O)CC1 (stereo not given)	-0.4%	-10%	-19%	0%	-2	-2%	-5%	-1%	-4%	5%[46.1 µM]
